Screens (PubChem)
Tn7 DDE FP = inhibitors of Tn7 peptide binding to human fibrin DD(E); FP displacement of FITC-Tn7 peptide from fibrin DD(E); 0% = median of compound wells per plate; inhibition, % at 8.3 µM; 0.13% of 370,000 active; AID 720508;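 active = inhibition above the mean of compounds falling within the control limits plus 3 SD of them, cut at about 14% in these data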;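 note: 0% = plate median of compound wells and 100% = 10 µM Aha-Tn7 peptide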
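assay system = human clot-derived fibrin DD(E) complex | quantity = Fibrin-DD(E) at 2 µM final | timing = 10 min preincubation, 3 h with tracer, room temperature | signal = fluorescence polarization | measure = percent inhibition | benchmarks = high control wells with 10 µM unlabelled Aha-Tn7 peptide (full inhibition) | replicates = singlicate testing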
SIAE primary = blocks human sialic acid acetylesterase; Q9HAT2; 0.69% of 370,000 active; SIAE FP-Rh probe binding, fluorescence polarization; AID 1053197; inhibition, % at 9.66 µM;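 active = inhibition above a cutoff: mean of compounds within the control limits plus 3 SD of those, cut at about 17% in these data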;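 note: 0% = plate median of compound wells and 100% = probe without SIAE protein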
ADAM17 inh = inhibits human ADAM17; P78536; recombinant ADAM17, EDANS/DABCYL FRET peptide cleavage; inhibition, % at 6.95 µM; 0.83% of 370,000 active; AID 720648;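 active = inhibition above the mean of compounds lying between control limits plus 3 SD, set per campaign, cut at about 8.5% in these data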;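 note: 0% = DMSO-only wells as the low control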
ASAP1 GAP inh = blocks human ASAP1-stimulated Arf1 GTP hydrolysis; inhibition, % at 16.5 µM; GDP FP detection; AID 624377; 0.19% of 360,000 active; in the data active = inhibition above about 25%;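 note: 0% = vehicle with enzyme and substrate and 100% = no enzyme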
PLCg1 inh = blocks human PLC-gamma1 enzyme activity; purified PLC-gamma1, fluorogenic substrate, fluorescence; inhibition, % at 12.2 µM; 0.84% of 370,000 active; AID 720700; in the data active = inhibition above about 9.5%
Tn6 DDE FP = DD(E)-Tn6 binding inhibition, primary FP screen. inhibition, % at 8.3 µM. P02675. Fibrin DD(E) TRITC-Tn6 fluorescence polarization displacement. AID 720509. 0.21% of 370,000 active;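 active = inhibition above a per-campaign cutoff: mean of compounds within control limits plus 3 SD, cut at about 15% in these data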;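 note: 0% = median of all compound wells on the plate and 100% = blocking peptide control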
ADAM10 inh = ADAM10 inhibition, QFRET primary screen; O14672; recombinant ADAM10, EDANS/DABCYL FRET peptide cleavage, 3 h; inhibition, % at 7 µM; 0.62% of 370,000 active;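 active = inhibition above a per-campaign cutoff equal to the mean of compounds falling between control-based bounds plus 3 SD, cut at about 20% in these data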;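 note: 0% = DMSO wells while the 100% control is not disclosed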
Target sequence (O14672 214-748 limits assumed): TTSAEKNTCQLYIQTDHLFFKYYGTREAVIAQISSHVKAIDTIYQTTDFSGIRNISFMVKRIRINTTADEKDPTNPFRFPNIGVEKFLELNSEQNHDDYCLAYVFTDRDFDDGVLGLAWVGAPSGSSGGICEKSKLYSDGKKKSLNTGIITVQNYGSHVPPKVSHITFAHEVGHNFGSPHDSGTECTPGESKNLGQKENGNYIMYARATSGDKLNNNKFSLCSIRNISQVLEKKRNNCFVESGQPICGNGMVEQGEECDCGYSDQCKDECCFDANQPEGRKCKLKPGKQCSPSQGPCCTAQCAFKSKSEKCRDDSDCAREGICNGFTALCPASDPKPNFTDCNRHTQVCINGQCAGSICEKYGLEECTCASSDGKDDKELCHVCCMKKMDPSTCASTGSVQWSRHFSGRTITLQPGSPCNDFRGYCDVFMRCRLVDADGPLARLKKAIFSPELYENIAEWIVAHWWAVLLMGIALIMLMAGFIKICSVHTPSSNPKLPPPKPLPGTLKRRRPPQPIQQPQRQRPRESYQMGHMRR
TDP2 inh = blocks human TDP2 phosphodiesterase activity | 0.34% of 370,000 active | O95551 | recombinant TDP2, T5PNP hydrolysis, p-nitrophenol absorbance 415 nm | inhibition, % at 12.8 µM;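 active = inhibition above the mean of all tested compounds plus 3 SD, set per campaign, cut at about 25% in these data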;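 note: 0% = DMSO with enzyme and 100% = buffer with substrate but no TDP2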
Target sequence (O95551 whole entry, looked up): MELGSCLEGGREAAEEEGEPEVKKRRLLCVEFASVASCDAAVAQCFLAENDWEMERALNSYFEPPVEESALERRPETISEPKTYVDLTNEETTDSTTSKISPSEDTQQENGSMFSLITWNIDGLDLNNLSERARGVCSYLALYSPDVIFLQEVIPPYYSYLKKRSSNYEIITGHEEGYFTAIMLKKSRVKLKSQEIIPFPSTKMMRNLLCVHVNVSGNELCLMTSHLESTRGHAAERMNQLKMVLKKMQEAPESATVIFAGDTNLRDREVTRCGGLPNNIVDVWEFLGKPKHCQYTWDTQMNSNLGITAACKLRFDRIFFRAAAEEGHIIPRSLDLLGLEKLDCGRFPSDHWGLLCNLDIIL
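Read-out basis: percent inhibition. System: recombinant human TDP2. Buffer or medium: Mg2+-containing Tris-HCl buffer, pH 7.5. Repeats: single replicate. Timing: reaction 2 h, 37 °C. Benchmarks: high control without enzyme, low control DMSO plus TDP2. Probe or stimulus: 5 mM T5PNP. Doses: 12.8 µM only. Measured by: epi absorbance of p-nitrophenol freed from T5PNP by hydrolysis.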
PLCb3 inh = blocks human PLC-beta3 enzyme activity | Q01970 | inhibition, % at 12.2 µM | 0.18% of 370,000 active | Purified PLC-beta3, fluorogenic substrate, fluorescence; in the data active = inhibition above about 11%;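 note: 0% = median of compound wells on plate and 100% = full blocker control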
ARFGAP1 inh = inhibits rat ARF GTPase activating protein 1. AID 651572. 0.26% of 360,000 active. Q62848. Arfgap1-stimulated ARF1 GTP hydrolysis, GDP FP detection. inhibition, % at 16.5 µM;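 active = inhibition above a per-plate limit, mean inhibition of low control wells plus 3 SD, cut at about 25% in these data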;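 note: 0% = DMSO wells with enzyme and 100% = wells lacking Arfgap1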
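Repeats: one replicate per compound; assay system: rat Arfgap1 catalytic domain, aa 1-136; times: enzyme reaction 120 min at 25 °C after 20 min preincubation; detection: FP of antibody-bound GDP Alexa 633 tracer, ex 620/em 688 nm; benchmarks: high control wells lacking Arfgap1, low control full reaction with DMSO; reagent: human ARF1(Δ1-17)-GTP substrate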
An asterisk follows results filed as active; i = inactive; nt = not tested or not shown; & = joins results of further samples.

Values run as follows: Tn7 DDE FP, SIAE primary, ADAM17 inh, ASAP1 GAP inh, PLCg1 inh, Tn6 DDE FP, ADAM10 inh, TDP2 inh, PLCb3 inh, ARFGAP1 inh
> CSc1ccc(CN(C)C(=O)C2CCN(C(=O)Nc3ccccc3)CC2)cc1
 : -10, 1, -5, -4, -4, -2, -3, 2, -2, -8
> CC(=O)Nc1c(-c2ccc(C(F)(F)F)cc2)nc2ncccn12
 : -3, 2, -167, nt, i, -6, i, -6, i, nt
> COc1ccccc1C(=O)NC1CCCCCCC1
 : -7, -2, -2, 2, 1, 1, 2, -1, -1, -2
> CCOC(=O)c1c(OCCO)nn(-c2ccc(Cl)cc2)c1N
 : -3, -6, -3, -4, 4, 1, 1, -6, 4, 5
> O=C1CCCc2ccccc2N1Cc1ccc(Cl)cc1
 : -3, 15, 5, 11, 5, -6, 9, -2, 10, -5
> COc1ccc(N)c(C)c1
 : -2, 15, -3, -12, -4, 4, -7, 4, -1, 3
> Cc1csc(Nc2ccccc2)[n+]1C
 : -7, 7, -2, -6, 4, 0, -2, -3, -2, 16
> CCn1cnc2cc(NCc3cccc(OC)c3O)ccc21
 : -8, 0, -10, -18, -22, 0, -28, -1, -21, -2
> CCCn1c(N2CCN(C(=O)NCc3ccccc3)CC2)nc2ccccc21
 : 2, 3, -2, 1, 5, 3, -4, -6, -5, -11
> NCCn1c(-c2ccccc2)cc(C(=O)O)c1-c1ccccc1F
 : -5, -1, -3, -10, 0, -1, -7, 1, -13, 2
> O=C1C(NS(=O)(=O)c2ccccc2)=C(N2CCN(c3ccc(F)cc3)CC2)C(=O)c2ccccc21
 : 5, 2, -3, 2, 2, 5, 7, 3, -4, 4
> CC(=O)NCCC1CCN(c2nc3nonc3nc2N(C)Cc2ccccc2)CC1
 : -6, -3, -3, -4, 6, -11, -15, -15, -3, 9
> CC(=O)N/N=C/c1c(C)[nH]n(-c2ccccc2)c1=O
 : 7, -3, -6, -3, 1, 14, -3, 28*, -1, 1
> CCOc1cc(C(=O)NC2CCCCCCC2)cc(OCC)c1OCC
 : -10, -2, -1, 8, 5, 2, 6, -7, -3, 9
> O=C(N[C@@H](Cc1ccccc1)C(=O)NC1CCCCC1)c1ccco1
 : -1, -2, -2, 0, -1, 3, 3, 9, 5, 13
> COc1ccccc1NC(=O)CN1CCN(CC(=O)Nc2ccc3c(c2)OCCO3)CC1
 : 2, 3, -3, -6, 2, -9, 6, 10, 1, -9
> Cc1ccc(C)c(S(=O)(=O)N2CCN(C(=O)C3CCN(C(=O)c4ccc(F)cc4)CC3)CC2)c1
 : 3, 10, -4, -11, 0, 0, -2, -7, -7, -10
> COc1ccccc1N(CC(=O)NC1CCCC1)C(=O)c1csnn1
 : 5, 8, -4, -5, -1, 5, 5, 0, 2, 8
> c1ccc(-n2ncc3c(NCc4cccs4)ncnc32)cc1
 : 3, -7, 2, -4, 0, 3, 7, 4, 0, -6
> O=C1C=C(c2cccc3c2sc2ccccc23)C[C@@H](c2ccc(F)cc2)C1
 : -3, -6, 1, 5, 3, 5, -4, -1, -1, 6

Reprinted from the part before: 2 entries; new compounds follow.
Values run as follows: Tn7 DDE FP, SIAE primary, ADAM17 inh, ASAP1 GAP inh, PLCg1 inh, Tn6 DDE FP, ADAM10 inh, TDP2 inh, PLCb3 inh, ARFGAP1 inh
> c1ccc(-n2ncc3c(NCc4cccs4)ncnc32)cc1
 : 3, -7, 2, -4, 0, 3, 7, 4, 0, -6
> O=C1C=C(c2cccc3c2sc2ccccc23)C[C@@H](c2ccc(F)cc2)C1
 : -3, -6, 1, 5, 3, 5, -4, -1, -1, 6
> COc1ccc2[nH]c3c(c2c1)CCN1C(=O)C(CC(=O)NCCCN(C)C)C[C@H](C(=O)N2CCOCC2)[C@@]31CCC1CCCC1 (stereo partly drawn)
 : -4, 1, -2, 10, -2, -2, -1, -2, 1, 13
> O=C(c1ccco1)N1CCN(C(=S)NC2CC3CCC2C3)CC1 (stereo not drawn)
 : 1, -5, -5, 10, 0, -16, 5, 2, -4, 1
> CC1CCC2(CC1)NC(=O)N(CC(=O)Nc1nc(-c3ccc(F)cc3)cs1)C2=O (stereo not drawn)
 : -4, -2, -7, -4, -3, -2, -13, -2, -1, 6
> O=C1CCC(=O)N1OCCOc1ccccc1
 : 5, 1, -6, 10, -1, -7, 1, 14, -7, 10
> C=C1C(=O)O[C@@H]2C[C@@H](C)[C@@H]3C=CC(=O)[C@@]3(C)[C@@H](OC(C)=O)[C@H]12
 : 5, -1, -5, -10, 2, -7, 3, 10, 0, -3
> COc1ccccc1C(CNC(=O)C(C)(C)Oc1ccc(Cl)cc1)N1CCCC1 (stereo not drawn)
 : -4, 12, 0, -9, 1, 2, -1, 4, 4, 9
> CCC(C)NC(=O)C1CCCN(c2nc(C)cc(OC)n2)C1 (stereo not drawn)
 : 9, 3, -3, 2, -2, 3, -5, -10, -2, -15
> O=C(CC1C(=O)NCCN1CC1CCCCC1)NCc1cc(F)ccc1F (stereo not drawn)
 : 4, 0, -6, -14, -4, 11, -9, 0, -3, 5
> Cc1ccc(OCCCC(=O)Nc2ccccc2C(F)(F)F)cc1
 : 2, -1, -2, 3, 1, 6, -5, -12, 0, 7
> Cc1cc(C)n(-c2cc(N3CCOCC3)nc(-c3ccccc3)n2)n1
 : 2, -7, -4, -6, -3, -1, 1, -3, 6, 7
> O=C1C(Cl)=C(NCC2CCCO2)C(=O)N1c1cccc(Cl)c1Cl (stereo not drawn)
 : 7, -7, -2, -8, -45, 2, 3, -5, -50, 0
> C[C@H](O)[C@@H]1C(=O)N2CCc3c([nH]c4cccc(-c5ccccc5)c34)[C@@H]2C[C@@H]1N(C)C(=O)Nc1ccccc1
 : 3, 5, -56, 2, -79, 5, -210, -10, -90, 2
> O=C(CN1CCOCC1)Nc1c(C(=O)C2CC2)oc2ccccc12
 : 7, 8, -2, -12, 0, 5, 1, 5, 1, -4
> CCC1CCCCN1C(=O)COc1ccc(S(=O)(=O)N2CCOCC2)cc1Cl (stereo not drawn)
 : -6, 8, -2, 8, -1, 0, -3, -2, -6, -10
> CC(C)C(O)C1CCN(Cc2nc(Cc3ccccc3Cl)no2)CC1 (stereo not drawn)
 : 6, -5, 5, 7, 5, 7, 9, -13, -1, -1
> N#Cc1ccc(-c2csc(NC3=NCCCCC3)n2)cc1
 : 0, -3, -9, 10, -44, 0, -29, 5, -62, 15
> O=C(O)c1cc(N2CCCC2)ccn1
 : 5, 2, 5, 2, 7, 3, -4, -6, 1, 6
> COc1ccc(NC(=O)Nc2ccncc2)c(OC)c1
 : 12, 0, -8, 4, -1, 2, -5, -5, -5, 4
> CCOC(=O)N1CCN(c2ccc(C(C)=O)cc2F)CC1
 : -1, -2, 2, -7, 4, 3, 6, -5, -1, -12
> CC1CN(C(=O)CCc2cc(C(C)(C)C)c(O)c(C(C)(C)C)c2)CC(C)O1 (stereo not drawn)
 : 4, 1, 0, 5, 1, 4, -4, 0, -2, -5
> O=c1[nH]c(-c2ccccn2)nc(C(F)(F)F)c1Br
 : -6, -2, -2, -13, 11*, 1, 9, -7, 1, -26
> CC(C)(C)S(=O)N1C[C@H]2CC(=O)C=C2[C@@H]1CCO (stereo partly drawn)
 : 2, 7, -3, -16, 5, 2, -8, -2, 2, -1
> Cn1c(=O)c2c(-c3ccccc3)n(-c3ccccc3F)cc2n(C)c1=O
 : -1, 10, -11, 0, -28, 0, -34, 4, -41, 6
> Nc1nc(N2CCN(C(=O)c3ccco3)CC2)nc2ccccc12
 : -6, 2, -408, -12, -137, -9, i, -12, -181, 16
> Cc1cccc(-c2nc(Nc3cccc(O)c3)c3ccccc3n2)c1
 : 0, -36, -15, 18, -130, -15, -30, 11, -187, 22
> CCOC(=O)COc1ccc(Oc2nc(C)cc(OC)n2)nn1
 : 0, -2, -3, -7, 1, 7, -1, 0, 5, 0
> O=C(O)c1ccc(COc2ccc3ccccc3c2/C=C2/NC(=O)N(c3ccccc3)C2=O)cc1
 : 6, -10, -4, 4, -15, 2, 1, -9, -35, 17
> O=C(NCc1cccs1)c1ccc(N2CCCC2=O)cc1
 : -2, 1, -1, -6, -1, 4, -12, -4, 2, 6
> CC(=O)N/C(=C\c1cccs1)C(=O)O
 : 0, -5, -7, 2, -2, 3, -13, -4, -3, -7
> COc1cc(CN(C(=S)NCC(=O)O)C2CCCC2)cc(OC)c1OC
 : -1, -6, -7, 13, 6, 1, -8, -5, -5, 12
> Cc1ccc(Cl)cc1NC(=O)CN1CCN(C(=O)C2CCCO2)CC1 (stereo not drawn)
 : -4, 0, 3, -3, 7, 3, 3, -8, -2, 16
> CC(C)C[C@H](NC(=O)c1nc[nH]c1C(=O)N1CCN(c2ccccc2)CC1)C(=O)OC(C)(C)C
 : -1, 5, 3, 4, -7, 1, 14, -2, -6, -7
> CCOc1ccc(C(=O)CCC(=O)Nc2cc(C)ccn2)cc1
 : 0, 6, -2, -6, -7, -4, -5, 0, -15, -5
> COc1ccc(N2C(=O)/C(=C/c3cccs3)NC2=S)cc1
 : -5, 11, 1, -5, -4, -2, -5, 4, -1, 10
> CCOC(=O)C1=C(C)NC(C)=C(C(=O)OCC)C1C(=O)OC1CCOC1=O (stereo not drawn)
 : 0&-8, 0&-2, -28&-24, 5&3, -57&-59, -6&3, -99&-91, 2&-7, -85&-76, 10&5
> COc1ccc(Cc2noc(CN3CCN(C4CCc5ccccc5C4)CC3)n2)cc1OC (stereo not drawn)
 : 1, -3, 0, 4, 1, 7, 0, 3, 2, -7
> CCC(=O)NC(=S)Nc1cccc(Cl)c1N1CCCC1
 : 1, 2, -3, -8, 1, 0, 2, 2, -4, -10
